PKA-R1A activ = PKA-R1A complex activation | AID 504707 | actives 0.083% (n = 340,000) | P00514+P68181 | activation, % at 11.4 µM | PKA-R1A dissociation, Cy5-IP20 fluorescence polarization; scaled: DMSO 0%, 113 µM cGMP 100%;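 active = percent activation above the mean of all tested compounds plus 3 SD, cut at about 19% in these data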;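 also: higher means more PKAc released from R1A so a rise in polarization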
DAGLB inhibitor = blocks human DAGLB lipase activity. Q8NCG7. HEK293T DAGLB membrane lysate, EnzChek fluorogenic substrate. inhibition, % at 5.17 µM. actives 0.059% (n = 340,000). AID 504411; in the data active = inhibition above about 34%;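 also: 0% = enzyme with vehicle and 100% = wells lacking enzyme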
V-ATPase pHluor = regulators of yeast V-ATPase proton transport. S. cerevisiae, pHLuorin cytosolic pH fluorescence. response, % at 10 µM. actives 0.37% (n = 350,000); in the data active = response mostly above about 7.3%, no sharp cut-off; inactive = mostly below about 5.4%; also: actives read high; inactives centre near 0; some compounds called inactive have numbers as strong as hits; reference of the scale not given here
HTR5A ag = activates human HTR5A in OPRM1-OPRD1 agonist counter-screen | P47898 | HTR5A agonist assay, luminescence, cell-based | actives 0.61% (n = 340,000) | activation, % at 9.3 µM; in the data active = activation mostly above about 9.5%, no sharp cut-off; inactive = mostly below about 7.6%;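 also: 0% = cells with vehicle only and 100% = reference agonist; strong numbers were not always called active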
Target sequence (P47898 whole entry, looked up): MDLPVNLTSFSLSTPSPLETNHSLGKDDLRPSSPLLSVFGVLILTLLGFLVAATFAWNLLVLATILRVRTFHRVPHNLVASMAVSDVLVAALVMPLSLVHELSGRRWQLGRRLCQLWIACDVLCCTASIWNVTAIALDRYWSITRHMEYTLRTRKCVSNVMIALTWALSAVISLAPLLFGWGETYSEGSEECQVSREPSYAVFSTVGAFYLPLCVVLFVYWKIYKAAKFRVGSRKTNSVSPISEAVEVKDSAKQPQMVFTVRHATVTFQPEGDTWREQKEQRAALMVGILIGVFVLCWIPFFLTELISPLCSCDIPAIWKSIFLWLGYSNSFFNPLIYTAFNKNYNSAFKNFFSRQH
OPRM1-OPRD1 ag = OPRM1-OPRD1 heterodimerization agonism | actives 0.3% (n = 340,000) | activation, % at 9.3 µM | AID 504326 | cells, luminescence | P35372+P41143; in the data active = activation above about 18%;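 also: 0% = vehicle-treated cells and 100% = reference agonist; values of inactives mirror those of a sister screen read the other way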
Pemphigus Ab inh = human desmoglein-3 autoantibody binding inhibition; actives 0.48% (n = 310,000); binding (percent of control), % at 10 µM; AID 588358; P32926; DSG3-coupled beads, scFv-anti-DSG3-GFP binding, flow cytometry; stronger effect = lower value;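 active = binding more than 3 SD below its plate's average and above zero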;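 also: hits lower antibody fragment binding to DSG3; some compounds called inactive have numbers as strong as hits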
HTR5A inv ctr = counter-screen for OPRM1-OPRD1 inverse agonists: human HTR5A inverse agonism; HTR5A cell line, luminescence; AID 504634; P47898; inhibition, % at 9.3 µM; actives 0.083% (n = 340,000); in the data active = inhibition mostly above about 23%, no sharp cut-off; inactive = mostly below about 18%;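 also: 0% = cells with DMSO and 100% = no-cell wells with DMSO; some compounds called inactive have numbers as strong as hits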
Arr AP2 block = blocks beta-arrestin peptide binding to AP2 adaptin | FITC-arrestin peptide / GST-AP2 beads, flow cytometry; AP2 beta2 appendage carries R879A mutation | inhibition, % at 10 µM | actives 0.31% (n = 340,000);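 active = inhibition above a set limit, near 3 SD of compounds lacking own fluorescence, cut at about 54% in these data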;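 also: plate controls were DMSO wells for no effect and 5 µM unlabelled arrestin peptide for full effect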
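Material – AP2 appendage R879A on GSH beads · Buffer or medium – PBS with 0.05% Tween 20 and 0.1% BSA · Probe or stimulus – fluorescein-tagged arrestin peptide at 50 nM final · Incubation – compound with beads 12 min RT, then probe 1 h RT · Detection – high-throughput flow cytometry of beads, ex 488, em 535 nm · Evaluation – percent response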
PKA-R2B activ = PKA-R2B complex activation. PKA-R2B holoenzyme dissociation, Cy5-IP20 fluorescence polarization; R2B truncated from residue 108, S112A mutant; 0% DMSO only, 100% 113 µM cGMP. actives 0.079% (n = 340,000). P22694+P31323. activation, % at 11.4 µM;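 active = activation above a cutoff set at the mean over all compounds plus 3 SD, cut at about 18% in these data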;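 also: higher means more holoenzyme dissociation and a rise in polarization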
Target sequence (P31323 whole entry, looked up, other chains not shown, the tested form may be a part): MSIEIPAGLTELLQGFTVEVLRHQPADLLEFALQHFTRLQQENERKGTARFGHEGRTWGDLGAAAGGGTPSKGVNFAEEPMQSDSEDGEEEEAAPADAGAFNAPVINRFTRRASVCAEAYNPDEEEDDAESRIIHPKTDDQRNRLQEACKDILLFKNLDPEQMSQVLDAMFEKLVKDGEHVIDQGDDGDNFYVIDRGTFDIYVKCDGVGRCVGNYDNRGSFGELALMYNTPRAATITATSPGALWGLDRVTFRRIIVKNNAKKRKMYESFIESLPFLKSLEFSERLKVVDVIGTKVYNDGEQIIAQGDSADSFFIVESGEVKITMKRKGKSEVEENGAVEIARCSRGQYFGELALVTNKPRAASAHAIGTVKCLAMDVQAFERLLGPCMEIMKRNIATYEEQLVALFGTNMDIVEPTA
OPRM1-OPRD1 inv = inverse agonists of human mu-delta opioid receptor heterodimerization | P35372+P41143 | cell-based MOR-DOR heterodimer luminescence, inverse agonism | inhibition, % at 9.3 µM | actives 0.21% (n = 340,000) | AID 504357; in the data active = inhibition above about 22%, passing the limit was not always enough;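 also: 0% = cells with DMSO and 100% = wells without cells with DMSO; values of inactives mirror those of a sister screen read the other way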
Numbers without * were called inactive; . = not tested or not shown.

SMILES	PKA-R1A activ	DAGLB inhibitor	V-ATPase pHluor	HTR5A ag	OPRM1-OPRD1 ag	Pemphigus Ab inh	HTR5A inv ctr	Arr AP2 block	PKA-R2B activ	OPRM1-OPRD1 inv
O=C(O)CCCNC(=O)c1ccccn1	12	1	-1	5	0.3	122	11	4	-5	-2
O=C(CSc1nc2ccccc2c(=O)[nH]1)N1CCN(c2ccccc2F)CC1	-15	-3	0	5	-1.8	111	-11	23	-16	10
CC(=O)OC(C)C1C2=C(C(=O)CC1(C)O)C(=O)c1c(ccc(-c3ccc4c(c3O)C(=O)C3=C(C4=O)C(C(C)OC(C)=O)C(C)(O)CC3=O)c1O)C2=O (configuration not stated)	12	14	0	-3	6.7	94	10	49	-13	-29
COc1ccc(N2CCN(C(=O)C3(S(=O)(=O)c4ccc(C)cc4)CC3)CC2)cc1	-11	3	3	1	1.4	116	-5	-1	2	-10
CCOCCCN(CCC#N)S(=O)(=O)c1ccc(S(=O)(=O)N2CCCC2)cc1	6	2	-8	2	0.3	104	0	23	-4	-2
Cc1ccccc1N1CCN(C2CCCN(C(=O)CCN3CCCCC3=O)C2)CC1 (configuration not stated)	-4	-2	-2	-3	-1.8	.	-29	-3	8	9
CCCCN1CC[C@H]2C=CC[C@@H](C(=O)NCCc3ccccc3)[C@H]2C1=O	-5	-2	3	6	-0.9	107	-11	9	5	5
COc1cccc(NC(=O)c2cccc(N3C(=O)C4C5C=CC(C5)C4C3=O)c2)c1 (configuration not stated)	-12	-2	-5	1	-1.2	.	5	17	-7	6
Cc1cc(C(=O)NNC(=O)C(C)NS(=O)(=O)c2ccccc2F)c(C)o1 (configuration not stated)	-2	-3	-1	1	-0.9	98	7	14	-5	4
COc1ccc(OC)c(CCNC(=O)c2cccc(NC(=O)C3=C(C)OCCS3)c2)c1	-8	-1	1	1	-3.7	98	5	13	-9	18
O=C(Nc1ccccc1)C1=C(N2CCOCC2)/C(=C/c2cccnc2)CC1	-3	-1	1	5	-2.9	98	-8	-3	-3	17
Cc1c(C(=O)NCCCN2CCOCC2)sc2nc(-c3ccc(F)cc3)cn12	-3	0	0	0	0.2	102	2	1	9	-1
COc1ccc(NC(=O)CSc2ccc3c(c2)OCCO3)cc1	1	-7	-3	2	-2.6	93	-10	38	-3	13
COCCn1c(C)cc(C(=O)CSc2nc(C)nc3sc4c(c23)CCC4)c1C	0	-1	2	0	-1.4	100	16	4	-13	7
COc1cccc(C(C(=O)NC(C)(C)C)N(C(=O)CCC(=O)Nc2cc(C)on2)C(C)(C)C)c1OC (configuration not stated)	-6	0	2	-26	-0.2	114	91*	-6	-13	1
CCc1ccccc1NC(=O)CSc1nnc(-c2cc(C)[nH]n2)n1N	3	1	3	1	-2.0	99	3	-10	-1	10
O=C(C1CC(=O)N(c2ccc(Cl)cc2)C1)N1CCOCC1 (configuration not stated)	11	-1	1	3	-3.2	101	-7	-2	-6	17
O=C(CSc1ncnc2c1nnn2Cc1ccccc1F)NCC1CCCO1 (configuration not stated)	4	0	-3	2	-2.5	101	-21	3	-13	14
C#CCOc1ccc(/C=C2/C(=O)ON=C2C)cc1OCC	-6	-2	2	4	-3.3	111	-13	-3	3	15
CC(=O)Oc1cccc(/C=C2\C=C(c3ccc(C)cc3)OC2=O)c1	0	0	5	1	-2.9	.	-3	-10	-3	13
COCCNC(=O)C(C)OC(=O)C1=Cc2ccccc2OC1 (configuration not stated)	2	-2	0	-4	-2.9	96	-9	44	-5	15
COc1ccc(C(=O)C[n+]2ccc(C)cc2)cc1	10	1	1	4	-1.0	104	44	1	0	5
Cc1ccccc1OCC(=O)OC(C)C(=O)NC1CCCC1 (configuration not stated)	4	4	-1	-3	-1.8	99	7	-10	-12	7
COC(=O)[C@H](CCSC)NC(=O)Nc1cc(OC)cc(OC)c1	-9	-1	-1	-6	-0.4	106	8	25	7	2
CC(=O)Nc1ccc(S(=O)(=O)Nc2ccc(=O)n(Cc3ccc(Cl)c(Cl)c3)c2)cc1	2	0	4	0	0.8	89	18	4	9	-5
CCOc1cccc(-c2nc3c(s2)CCc2onc(-c4cccc([N+](=O)[O-])c4)c2-3)c1	-6	1	0	1	-2.8	98	3	9	3	16
COc1ccnc(N=CNOCc2ccc(F)cc2Cl)c1C#N	4	2	-7	7	-3.4	96	-19	3	-3	17
O=C(CN1C(=O)NC(CCc2ccccc2)C1=O)Nc1ccccc1C(F)(F)F (configuration not stated)	2	-5	-1	1	-5.7	.	3	-7	-16	21
CCc1cc(C(=O)Nc2ccc(S(=O)(=O)NC3=NCCCCC3)cc2)sc1C	-7	-1	4	4	-0.2	100	-6	26	2	1
CCCC1(c2ccccc2)NC(=O)NC1=O (configuration not stated)	8	0	-4	7	-1.5	96	-8	-5	7	9
Nc1c(C(=O)CSc2nnc(-c3ccccc3)o2)c(=O)[nH]c(=O)n1C1CC1	3	-1	0	0	-3.5	77	12	2	3	14
COc1ccc(/C=C/C(=O)N2CCOCC2)cc1OC	11	-4	3	-2	-1.7	103	7	-8	3	8
Cc1nc2ccc(S(=O)(=O)NCC(=O)NCCc3ccc(Cl)cc3)cc2s1	2	1	2	-4	-1.9	97	15	-9	5	10
C=C1N(CCCCCC(=O)O)C(=O)OC12CCCCC2	9	-2	1	-8	-3.2	98	19	0	10	15
O=C(N/N=C/c1sc(N2CCCCC2)nc1-c1cccs1)C1CC1	-1	3	2	1	2.1	110	-2	1	4	-15
CCCc1cc(=O)oc2cc(OCC(=O)NC3CC(C)(C)NC(C)(C)C3)ccc12	3	-1	1	1	-3.4	110	-6	32	1	17
O=C(Nc1c(C(=O)N2CCOCC2)oc2ccccc12)c1ccccc1Cl	-13	0	4	-1	-1.1	98	-15	5	-2	5
CC(C)Oc1ccc(C(=O)Nc2ccc(Cl)c(S(=O)(=O)Nc3ccc(Cl)cc3)c2)cc1	-11	0	0	12*	13	91	1	-1	-5	-68
CC1=C(OC(=O)C(C)(C)C)C(C)(C)C(c2ccccc2)OC1=O (configuration not stated)	-12	-5	0	6	9.6	97	-15	-2	-7	-58
Cc1nn2c(NCCOCCO)c3c(nc2c1-c1ccccc1)CCCC3	-15	1	0	-3	-5.2	103	10	6	-4	27
Cc1oncc1C(=O)NC1CCCCC1	0	1	4	-4	-1.4	104	13	-12	-2	7
O=C(O)CSc1nnc(-c2ccccc2O)n1Cc1ccccc1	0	3	-6	6	-2.4	105	-8	12	0	12
O=C(COc1ccc(S(=O)(=O)N2CCCC2)cc1Cl)Nc1ccc2c(c1)OCO2	-1	-1	0	10	1.4	100	-4	0	1	-8
O=C(c1ccc(-n2cnnn2)cc1)N1CCN(C(c2ccccc2)c2ccccc2)CC1	1	-5	-1	3	0.8	102	-10	-5	-13	-4
COc1ccc(OC)c(NC(=O)c2cnc3n(c2=O)CCS3)c1	-7	-2	0	10	-1.9	100	-26	-2	-4	11
CCC1S/C(=N/N=C/c2ccco2)N(c2ccc(F)cc2)C1=O (configuration not stated)	-5	-3	1	-4	-0.7	.	-6	2	-4	4
O=C(Nc1ccc(F)cc1)c1cc(S(=O)(=O)N2CCOCC2)cs1	0	1	6	4	-1.8	109	2	18	-2	6
CS(=O)(=O)c1ccc(C(=O)OCC(=O)Nc2cccc(S(=O)(=O)N3CCCC3)c2)cc1	-1	-1	1	-4	0.1	102	10	-13	10	0
O=C(O)CCN1C(=O)/C(=C\c2ccncc2)SC1=S	-5	-3	-2	-7	-0.6	102	-1	-19	-5	3
O=C(Nn1cnc2ccccc2c1=O)c1ccc(Br)cc1	4	-5	-4	-1	-2.7	112	2	47	1	12
COc1ccc(NC(=O)CN(C)C(C)C(=O)NC(=O)NC2CCCCC2)cc1 (configuration not stated)	-7	-6	3	-1	2.7	106	1	4	-4	-11
CC1(C)CC(O)(CCNCc2ccc3c(c2)OCO3)CCO1 (configuration not stated)	2	-1	0	1	0.2	.	-2	-10	-2	-1

13 structures from above, sorted by SMILES length, ascending.
SMILES	PKA-R1A activ	DAGLB inhibitor	V-ATPase pHluor	HTR5A ag	OPRM1-OPRD1 ag	Pemphigus Ab inh	HTR5A inv ctr	Arr AP2 block	PKA-R2B activ	OPRM1-OPRD1 inv
Cc1oncc1C(=O)NC1CCCCC1	0	1	4	-4	-1.4	104	13	-12	-2	7
O=C(Nn1cnc2ccccc2c1=O)c1ccc(Br)cc1	4	-5	-4	-1	-2.7	112	2	47	1	12
O=C(O)CSc1nnc(-c2ccccc2O)n1Cc1ccccc1	0	3	-6	6	-2.4	105	-8	12	0	12
COc1ccc(OC)c(NC(=O)c2cnc3n(c2=O)CCS3)c1	-7	-2	0	10	-1.9	100	-26	-2	-4	11
Cc1nn2c(NCCOCCO)c3c(nc2c1-c1ccccc1)CCCC3	-15	1	0	-3	-5.2	103	10	6	-4	27
CCC1S/C(=N/N=C/c2ccco2)N(c2ccc(F)cc2)C1=O (configuration not stated)	-5	-3	1	-4	-0.7	.	-6	2	-4	4
O=C(Nc1ccc(F)cc1)c1cc(S(=O)(=O)N2CCOCC2)cs1	0	1	6	4	-1.8	109	2	18	-2	6
CC1=C(OC(=O)C(C)(C)C)C(C)(C)C(c2ccccc2)OC1=O (configuration not stated)	-12	-5	0	6	9.6	97	-15	-2	-7	-58
COc1ccc(NC(=O)CN(C)C(C)C(=O)NC(=O)NC2CCCCC2)cc1 (configuration not stated)	-7	-6	3	-1	2.7	106	1	4	-4	-11
O=C(COc1ccc(S(=O)(=O)N2CCCC2)cc1Cl)Nc1ccc2c(c1)OCO2	-1	-1	0	10	1.4	100	-4	0	1	-8
O=C(c1ccc(-n2cnnn2)cc1)N1CCN(C(c2ccccc2)c2ccccc2)CC1	1	-5	-1	3	0.8	102	-10	-5	-13	-4
CC(C)Oc1ccc(C(=O)Nc2ccc(Cl)c(S(=O)(=O)Nc3ccc(Cl)cc3)c2)cc1	-11	0	0	12*	13	91	1	-1	-5	-68
CS(=O)(=O)c1ccc(C(=O)OCC(=O)Nc2cccc(S(=O)(=O)N3CCCC3)c2)cc1	-1	-1	1	-4	0.1	102	10	-13	10	0

Rows are unselected (roughly 2.4% active in at least one column).
